MCF10A rereplic = A quantitative high throughput screen for small molecules that induce DNA re-replication in MCF 10a normal breast cells. MCF 10A DNA re-replication, Hoechst nuclear intensity, 48 h. Potency, µM (doses to about 46.1 µM), inactives show at the top dose activity, positive = re-replication, most hits filed as activators. hit rate 2.9% among 350,000; note: potency is the fitted concentration of half-maximal effect; % of control where 0% means no effect; nearly all actives have a fitted effect of over 50% in size
Nrf2 inh = Nrf2 qHTS screen for inhibitors. A549 ARE-Fluc reporter, luciferase luminescence, 18-24 h. hit rate 2.1% among 360,000. Potency, µM (titrated, usually from 46 µM), for the others: at the top dose activity change, negative = inhibition, most hits filed as inhibitors; note: potency is the fitted concentration of half-maximal effect; % is set by controls: 0 for no effect and ±100 for the full control effect; nearly all actives have a fitted effect of over 60% in size
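Cells were seeded and rested 2 h, then exposed to compounds for 18-24 h. CellTiter-Fluor was read first as a viability measure. BugLite was added 15 min before the final luminescent read of ARE-luciferase activity in A549 cells.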
ATXN2 expr inh = Primary qHTS for Inhibitors of ATXN expression; HEK-293 ATXN2-luciferase reporter, luminescence, 24 h; Potency, µM (top dose mostly 57 µM), for inactives: at the top dose activity change, negative = inhibition, usual class: inhibitors; hit rate 0.72% among 360,000; AID 1745845, 2022; note: potency is the fitted concentration of half-maximal effect; % is set by controls: 0 for no effect and ±100 for the full control effect; nearly all actives have a fitted effect of over 55% in size
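ATXN2-luciferase reporter cells (luciferase flanked by upstream and downstream ATXN2 gene portions) were treated 24 h at 37 °C with compounds at up to 57 uM. SteadyGlo luminescence gave expression; GF-AFC fluorescence gave viability.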
ATXN viability = Viability Counterscreen for Primary qHTS for Inhibitors of ATXN expression; S2 cells (HEK-293 line with an ATXN2-luciferase reporter) viability, CellTiter-Fluor protease fluorescence, 24 h; Potency, µM (top dose mostly 56.7 µM), actives largely listed as cytotoxic; hit rate 0.49% among 400,000; AID 651635, 2014; note: potency is the fitted concentration of half-maximal effect; nearly all actives have a fitted effect of over 40% in size
HepG2 tox = qHTS for Inhibitors of TGF-b: Cytotox Counterscreen; HepG2 CAGA-GFP viability, ATP luminescence, 18 h; Potency, µM (highest dose often 46.1 µM), for inactives: at the top dose activity change, negative = cytotoxicity, hits mostly cytotoxic; hit rate 0.76% among 410,000; AID 588856, 2011; note: potency is the fitted concentration of half-maximal effect; some results filed as inactive show a strong effect at the top dose
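HepG2 CAGA-GFP cells (1000/well, DMEM with 1% FBS) received compound, then TGF-beta at 500 pg/mL final, and were incubated 18 hours at 37 degrees C. Viability was read by CellTiter-Glo luminescence. Media-only wells were set as complete cell-killing and DMSO as no toxicity.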
TGFb inhibitor = qHTS for Inhibitors of TGF-b | HepG2 CAGA-GFP TGF-b/SMAD3 reporter, GFP fluorescence, 18 h; TGF-beta stimulated, 500 pg/mL final | Potency, µM (series often up to 46.1 µM), for inactives: top-dose activity, negative = inhibition, most hits filed as inhibitors | hit rate 1.2% among 410,000 | AID 588855, 2011; note: potency is the fitted concentration of half-maximal effect; % is set by controls: 0 for no effect and ±100 for the full control effect; nearly all actives have a fitted effect of over 65% in size
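Read-out: total well GFP (ex488/em500-530) summed from mean per-cell fluorescence. Cells: HEPG2 CAGA-GFP, 1% FBS DMEM, 18 h at 37 degrees C with 500 pg/mL final TGF-beta. Unstimulated wells served as the full-inhibition control; stimulated DMSO wells = 0%.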
Nrf2 activator = qHTS of Nrf2 Activators; AREc32 ARE-luciferase reporter (MCF7-derived line), luminescence, 24 h; Potency, µM (series often up to 46.1 µM), for inactives: at the highest dose activation, actives largely listed as activators; hit rate 0.31% among 410,000; note: potency is the fitted concentration of half-maximal effect; % of control where 0% means no effect; nearly all actives have a fitted effect of over 65% in size
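For detection, Steady-Glo was added and plates sat 30 min at RT; before that, AREc32_Fluc cells grown overnight in OPTI-MEM/5% FBS had been treated with 23 nL compound for 24 hr at 37 deg C.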
IL-1B inflam inh = qHTS for Inhibitors of Inflammasome Signaling: IL-1-beta AlphaLISA Primary Screen; THP-1 LPS/ATP IL-1B secretion, AlphaLISA, 16 h; stronger effect = lower value; activity change, % at 57.5 µM; hit rate 4.7% among 360,000; AID 743279, 2014; in the data active = activity change below about -50%; inconclusive = mostly about -30% to -49%; note: % is set by controls: 0 for no effect and ±100 for the full control effect
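Secreted IL-1B measured by AlphaLISA bead assay after 16 h compound exposure of THP-1 cells; compounds (final up to 57.5 uM) added 1 h before LPS (250 ng/mL) and ATP (1.25 mM) stimulation; lower signal means less secretion.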
A549 tox = Nrf2 qHTS screen for inhibitors: counterscreen for cytotoxicity. Potency, µM (series often up to 46 µM), for inactives: at the highest dose activity change, negative = cytotoxicity, most hits filed as inhibitors. A549 ARE-Fluc cells, CellTiter-Fluor viability, 18-24 h. hit rate 0.16% among 390,000. AID 504648, 2011; note: potency is the fitted concentration of half-maximal effect; % is set by controls: 0 for no effect and ±100 for the full control effect
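A549 ARE_Fluc cells in 5% FBS OPTI-MEM were exposed to compounds in concentration-response for 18-24 h at 37 deg C. Viability was read by CellTiter-Fluor fluorescence (Ex 405/Em 525) after 30 min, before the luciferase read.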
Starred values were filed as active, the others as inactive; i = inactive; ? = inconclusive; . = no result given; [ ] = another dose, or the depositor's remark. Unless noted, calls come from the whole dose curve; as a rule, active = well fitted curve in the direction sought with a large enough effect; inconclusive = small, poorly fitted or top-dose-only effect, or another doubt; inactive = no such curve, though single readings can be large; an effect the other way counts as inactive or inconclusive. The order is random. About 8.8% of those tested had a hit in this group.

SMILES,MCF10A rereplic,Nrf2 inh,ATXN2 expr inh,ATXN viability,HepG2 tox,TGFb inhibitor,Nrf2 activator,IL-1B inflam inh,A549 tox
COc1ccc(C(=O)NNC(=O)CSc2nnc(COc3ccc4ccccc4c3)n2C)cc1,0.4%,11.4%,6.8%,i,0.2%,3.3%,-1.4%,3.3,0.9%
NC(=O)c1ccc(N2CCCC2)nc1,-25.7%,-1.8%,1.0%,i,9.8%,14.6%,-0.3%,5.5,-3.0%
COc1cccc(Oc2coc3c(CN4CCOCC4)c(O)ccc3c2=O)c1,1.3%,-1.1%,1.1%,i,-5.8%,4.1%,0.5%,-1.7,-2.2%
CCC(=O)Nc1ccc(N2CCOCC2)c(S(=O)(=O)Nc2ccc(OC)cc2)c1,-6.0%,-9.6%,6.7%,i,0.1%,15.1%,0.6%,3.3,-10.1%
CCOc1ccc(NC(=O)Cn2cc(C(=O)c3ccc(OC)cc3)c(=O)c3cc4c(cc32)OCO4)cc1,.,0.5%,-10.4%,i,1.9%,11.9%,-1.5%,.,-6.3%
O=C(CSc1nc(C2CCCCC2)nc2ccccc12)N1CCCC1,?,?,4.9%[11.3 µM],?,-14.3%,-23.5%,23.7%,-80.9*,-12.8%
Cn1c(COc2ccccc2)nnc1SCCN1CCOCC1,-3.9%,?,-8.6%,i,3.9%,1.3%,-0.4%,-9.3,0.1%
CCNC(=O)c1c(O)c2ccccc2[nH]c1=O,6.51µM*,-27.1%,?,i,-11.7%,-1.7%,5.6%,.,1.7%
COc1cccc(N2CCN(C(=S)Nc3ccccc3)CC2)c1,2.0%,-36.0%,1.0%,i,5.0%,-2.4%,0.3%,4.4,-5.9%
CC(C)OCCCNC(=O)c1cccc2c1C(=O)c1ccc(Cl)cc1S2(=O)=O,0.9%,3.9%,-20.8%,?,2.0%,-32.3%,0.4%,-77.1*,-5.8%
O=C1CC2(CCN(C(=O)c3cccc([N+](=O)[O-])c3)CC2)Oc2ccccc21,0.7%,-12.5%,-5.4%,i,-13.6%,-10.5%,1.8%,-0.2,1.5%
O=C(NCCN1CCOCC1)c1ccc(CS(=O)(=O)c2c(Cl)cccc2Cl)o1,2.7%,16.1%,16.1%,i,3.6%,4.2%,0.5%,26.8,-10.4%
CCOC(=O)c1sc(NC(=O)C2C3C=CC(C3)C2C(=O)O)nc1C (stereo not given),1.0%,.,3.1%,i,-18.0%,27.4%,0.1%,7.1,-0.9%
COC(=O)c1sc2cc(C(F)(F)F)cnc2c1-c1ccccc1,15.7%,2.2%,7.2%,i,19.4%,7.9%,-0.3%,5.0,-2.4%
CCc1nc(-c2ccc(C)c(S(=O)(=O)N3CCN(c4ccc(C(C)=O)cc4)CC3)c2)no1,.,.,-8.2%,i,-21.2%,?,0.0%,.,8.2%
COc1ccc(CN2CN(S(=O)(=O)c3cccs3)c3nc4ccccc4nc32)cc1,21.9%,10.6%,34.9%,i,8.5%,-3.9%,4.8%,-4.1,-3.2%
CNC(=O)c1c(Br)cnn1-c1ccc(C)cc1,-0.1%,?,9.5%[11.3 µM],i,2.0%,0.5%,3.4%,18.9,-1.0%
Cc1ccc(Cn2c(=N)n(CC(O)c3ccco3)c3ccccc32)cc1 (stereo not given),-1.9%,?,-27.7%,i,-44.0%,?,11.5%,-74.4*,-18.3%
COc1ccc(NC(=O)c2cc3c(-c4ccccc4F)nn(C)c3s2)c(OC)c1,.,?,-19.6%,i,-3.8%,1.9%,-0.5%,.,1.3%
Cc1cc(S(=O)(=O)N2CCN(c3ccccc3O)CC2)c(C)s1,-0.3%,-19.4%,-11.8%,i,-27.0%,-16.9%,-0.7%,-26.4,4.3%
CCn1c(SCC(=O)OC)nc2sc3c(c2c1=O)CCC3,-1.5%,-2.2%,-11.0%,i,-18.0%,-10.0%,-0.1%,-0.5,-4.4%
OC[C@@H]1CN(Cc2ccc3c(c2)OCO3)C[C@H](n2cnc3c(NC4CCC4)ncnc32)O1,.,.,0.4%,i,4.4%,19.5%,2.7%,14.1,.
Cc1cc(=O)[nH]c(SCC(=O)NCc2ccco2)n1,0.4%,3.0%,-7.5%,i,-1.7%,9.2%,-0.9%,24.5,-1.2%
Cc1c2cnn(CC(=O)NCCc3ccccc3)c(=O)c2c(C)n1Cc1ccccc1,.,2.8%,.,.,-69.9%,-30.1%,0.4%,.,0.6%
Cc1ccc(-n2nc(C)c(/C=N/NC(=O)c3cccs3)c2Cl)cc1,?,0.2%,-20.3%,?,-10.2%,-2.7%,4.8%,-8.8,-0.5%

Next part; the last three above are carried over.
SMILES,MCF10A rereplic,Nrf2 inh,ATXN2 expr inh,ATXN viability,HepG2 tox,TGFb inhibitor,Nrf2 activator,IL-1B inflam inh,A549 tox
Cc1cc(=O)[nH]c(SCC(=O)NCc2ccco2)n1,0.4%,3.0%,-7.5%,i,-1.7%,9.2%,-0.9%,24.5,-1.2%
Cc1c2cnn(CC(=O)NCCc3ccccc3)c(=O)c2c(C)n1Cc1ccccc1,.,2.8%,.,.,-69.9%,-30.1%,0.4%,.,0.6%
Cc1ccc(-n2nc(C)c(/C=N/NC(=O)c3cccs3)c2Cl)cc1,?,0.2%,-20.3%,?,-10.2%,-2.7%,4.8%,-8.8,-0.5%
COc1ccc(-c2cn(CCO)c(-c3ccncc3)n2)cc1,8.6%,0.0%,4.9%,i,0.9%,3.9%,2.6%,36.0,0.0%
Cc1cccc(C)c1-n1nnnc1C(c1ccnc2ccccc12)N(CCN(C)C)Cc1ccccc1 (stereo not given),.,.,0.0%,?,.,.,10.7%,?,.
N#Cc1cccc(NC(=O)COC(=O)c2ccccc2C(=O)c2ccc(Cl)c([N+](=O)[O-])c2)c1,2.91µM*,-17.0%,?,?,-63.5%,?,-3.1%,-112.0*,-2.1%
CCOC(=O)Nc1cc(OC)cc2ccc(C)nc12,.,.,.,i,-76.9%,5.8%,4.1%,-22.2,.
COc1cccc(C(=O)NC(C)c2ccc(-c3ccccc3)cc2)c1OC (stereo not given),?,-27.9%,-10.7%,i,-14.3%,-18.1%,-0.7%,-64.3*,-6.0%
CCOc1ccc(C(CC(=O)O)NC(=O)COc2ccccc2)cc1 (stereo not given),-0.3%,1.5%,6.2%,i,1.4%,23.4%,2.5%,11.8,-16.2%
COc1cc(OC)c(C#N)c(S(=O)Cc2ccccc2)c1 (stereo not given),1.3%,10.9%,-1.1%,i,-3.6%,5.9%,-0.6%,-6.5,6.9%
c1nc2sc3c(c2c2nnnn12)CCC3,-0.8%,-37.7%,-4.1%,i,-41.1%,-8.2%,-0.5%,-2.2,-2.9%
CCCc1nc(SCC(=O)Nc2nnc(CC)s2)c2c(C)c(C)sc2n1,-1.9%,-18.8%,-21.6%,i,0.7%,-0.9%,0.0%,11.1,0.7%
COc1cccc(NC(=O)c2sc3nc(C)c(C(=O)Nc4ccc(C)cc4C)c(-c4ccco4)c3c2N)c1,.,-9.4%[9.27 µM],-2.5%,i,1.4%,23.5%,-0.9%,.,0.5%
COC(=O)c1sc(NC(=O)C(C)c2ccccc2)nc1C (stereo not given),0.2%,-9.3%,-5.7%,i,-0.8%,29.8%,0.4%,-1.2,11.4%
Cc1nnc(NC(=O)CCC(=O)NC2CCCCCCC2)s1,-0.5%,2.0%,6.4%,?,3.4%,2.4%,-0.1%,1.5,0.0%
Clc1ccc(CNc2cc(-c3ccccc3)nc3nncn23)cc1,.,-28.2%,?,i,-27.5%,?,0.2%,.,2.1%
C#CCOCCOCCOCCNc1nc(N2CCN(C(=O)C(Cc3cc4ccccc4[nH]3)n3cc(C(N)C(C)CC)nn3)CC2)nc(N2CCN(C(=O)C(Cc3cc4ccccc4[nH]3)n3cc(C(N)C(C)CC)nn3)CC2)n1 (stereo not given),17.2%,-9.2%,0.0%,?,0.5%,-5.4%,5.5%,-26.5,-4.9%
O=C(C1CCCN(Cc2cccnc2)C1)N1CCCCC1 (stereo not given),-0.9%,.,-15.3%,?,-0.2%,-5.1%,0.0%,29.6,-6.2%
COCCN(Cc1ccco1)C(=O)Cn1ncc2c([nH]c3ccccc32)c1=O,.,-8.8%,4.3%,i,-19.2%,-5.5%,8.7%,.,0.6%
COCCN(C(=O)CNC(=O)c1ccco1)C(C(=O)NC1CCCC1)c1ccccc1F (stereo not given),2.3%,4.1%,10.4%,i,1.9%,?,0.3%,29.1,-11.8%
CN(C(=O)Cn1nc(C(=O)O)c2ccccc2c1=O)C1(C#N)CCCCC1,6.7%,-4.0%,-3.6%,i,20.0%,-9.3%,-1.2%,-15.6,6.4%
Fc1cc(F)c2nc(N3CCCCC3)sc2c1,6.5%,?,35.4%,i,-4.9%,2.4%,0.7%,-19.7,10.9%
CC1CCCC(C)N1/N=C/C=C/c1ccccc1[N+](=O)[O-] (stereo not given),1.2%,?,29.8%,i,10.5%,-2.3%,?,-11.0,-7.8%
C/C(=N\O)c1noc(C)c1C(=O)Nc1nccs1,5.5%,1.9%,-24.2%,i,0.6%,2.7%,-0.3%,35.1,5.6%
